Akt phos inh = inhibitors of Akt phosphorylation | activity change, % for hits at 50 µM | Neuro2A IGF-stimulated pAkt S473 HTRF, 20 min; hits give low values | 360,000 compounds, 0.32% hits; in the data active = activity change below about -80%; inconclusive = mostly about -51% to -80%; also: % is scaled to controls: 0 for no effect and ±100 for the full control effect
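Single-point screen (50 µM final compound) in Neuro2A cells stimulated 20 min with 6 nM IGF at 37 deg C. After lysis, Ser473-phosphorylated Akt read by HTRF (ex 330 nm, em 615/665 nm) as the 665/615 ratio.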
GLP1R inv ag = GLP-1 receptor (human) inverse agonism. HEK293 GLP-1R CRE-luciferase, luminescence, 24 h; GLP-1R form is constitutively active. 410,000 compounds, 1.6% hits. Potency, µM (highest dose often 38.3 µM), for the others: at the highest dose activity change, negative = inhibition, usual class: inhibitors. AID 624417. P43220; also: potency is read from the fitted curve at half-maximal effect; % is scaled to controls: 0 for no effect and ±100 for the full control effect; nearly all actives have a fitted effect of over 55% in size
Target sequence (P43220 whole entry, looked up): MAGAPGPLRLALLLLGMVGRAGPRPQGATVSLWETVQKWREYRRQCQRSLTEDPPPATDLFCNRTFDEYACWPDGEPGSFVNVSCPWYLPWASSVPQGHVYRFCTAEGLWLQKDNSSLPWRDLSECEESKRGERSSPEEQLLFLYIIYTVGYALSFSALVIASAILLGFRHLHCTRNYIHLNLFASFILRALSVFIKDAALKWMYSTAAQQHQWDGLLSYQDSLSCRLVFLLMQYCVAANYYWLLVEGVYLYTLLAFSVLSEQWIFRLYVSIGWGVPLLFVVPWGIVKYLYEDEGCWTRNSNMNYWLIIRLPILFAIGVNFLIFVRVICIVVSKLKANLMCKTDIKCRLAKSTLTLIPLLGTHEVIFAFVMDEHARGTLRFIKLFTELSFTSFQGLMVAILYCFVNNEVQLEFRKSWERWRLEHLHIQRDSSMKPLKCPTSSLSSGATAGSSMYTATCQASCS
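Cells are plated, allowed 12 hours at 37 deg C, then treated with compounds for 24 hr before luciferase detection reagent is added and luminescence is read after 12 min at room temperature. The HEK293 line carries constitutively active GLP-1R with a cAMP-responsive reporter.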
Abeta rescue = compounds reversing amyloid beta toxicity in yeast; 410,000 compounds, 0.063% hits; yeast expressing A-beta42, growth rescue, OD600, 48 h; response scale: 0% DMSO, 100% iron-clioquinol control; Potency, µM (doses to about 46.1 µM), for inactives: at the top dose growth rescue, most hits filed as activators; AID 1347071; also: potency is read from the fitted curve at half-maximal effect; nearly all actives have a fitted effect of over 55% in size
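Yeast growth medium received pinned compounds, then yeast cells expressing toxic A-beta were added; plates incubated at 30 C for 48 hr. Growth read as absorbance at 600 nm, normalized to DMSO and equimolar FeCl3 plus clioquinol controls.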
TDP-43 yeast inh = rescues yeast growth from TDP-43 toxicity. TDP-43 expressing yeast growth rescue, BacTiter-Glo, 24 h. Potency, µM (top dose mostly 46.1 µM), for inactives: top-dose growth rescue (activation), hits mostly activators. 410,000 compounds, 1.8% hits; also: potency is read from the fitted curve at half-maximal effect; % of control where 0% means no effect; nearly all actives have a fitted effect of over 50% in size
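Yeast expressing TDP-43 (pregrown in raffinose, seeded at OD600=0.02 in galactose medium) exposed to compounds 24 hr at 30 deg C. Growth read by BacTiter-Glo luminescence; rescue of toxicity appears as increased signal.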
D3 antag = D3 dopamine receptor (human) antagonism. D3R cells, DiscoveRx beta-arrestin luminescence, antagonist mode; hits give low values. AID 652054. 360,000 compounds, 2.5% hits. max response, negative = inhibition, %; in the data active = max response below about -50%; inconclusive = no clear call, values can overlap the other calls; also: % is scaled to controls: 0 for no effect and ±100 for the full control effect; mostly tested at two doses, the higher about 12 µM
Target sequence (P35462 whole entry, looked up): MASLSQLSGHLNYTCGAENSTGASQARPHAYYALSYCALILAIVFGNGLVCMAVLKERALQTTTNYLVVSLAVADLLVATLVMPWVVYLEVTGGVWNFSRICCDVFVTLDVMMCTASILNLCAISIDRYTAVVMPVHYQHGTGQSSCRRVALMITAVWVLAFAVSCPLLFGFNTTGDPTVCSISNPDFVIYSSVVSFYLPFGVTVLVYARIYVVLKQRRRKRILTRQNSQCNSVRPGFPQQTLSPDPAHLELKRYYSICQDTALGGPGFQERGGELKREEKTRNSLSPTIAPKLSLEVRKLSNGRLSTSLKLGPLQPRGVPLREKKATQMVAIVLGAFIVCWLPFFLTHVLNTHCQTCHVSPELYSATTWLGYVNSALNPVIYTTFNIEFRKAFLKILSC
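Cells expressing the human receptor were seeded at 1500 cells/well, incubated overnight at 37 degrees C in 5% CO2, then exposed to library compounds with dopamine controls for 90 minutes at 37 degrees C before luminescent detection.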
PTHR1 agonist = agonists of human PTHR1 parathyroid hormone receptor; Q03431; HEK293 GP2 PTHR1 cells, GloSensor cAMP luminescence, 1 h; Potency, µM (titrated, usually from 115 µM), inactives show at the highest dose activation, hits mostly activators; 410,000 compounds, 0.075% hits; also: potency is read from the fitted curve at half-maximal effect; nearly all actives have a fitted effect of over 55% in size; some results filed as inactive show a strong effect at the top dose; inactives centre near -15; many of its hits are not listed in these tables
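HEK-293-derived GP2 cells expressing PTHR1 and a GloSensor cAMP reporter, 3,000/well, plated overnight, given luciferin plus IBMX (each 0.5 mM as added) for 1 h at 37 °C, then compound for 1 h at 37 °C. Luminescence was read after 15 min at room temperature.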
FUS yeast rescue = suppressors of FUS proteinopathy in yeast. S. cerevisiae FUS-expressing, growth rescue, OD600, 24 h. Potency, µM (series often up to 76.6 µM), inactives show at the top dose growth rescue (activation), most hits filed as activators. 390,000 compounds, 0.24% hits. AID 1347120;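 also: potency is read from the fitted curve at half-maximal effect; plate controls were DMSO vehicle for no effect and reference control for full effect; nearly all actives have a fitted effect of over 55% in size; some results filed as inactive show a strong effect at the top dose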
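Quantitative HTS measuring growth restoration of FUS-toxic yeast. Galactose-induced cells (OD 0.005) were exposed 24hr at 30C to compounds at several concentrations, then absorbance at 600 nm was recorded.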
aSyn rescue = rescues yeast growth from alpha-synuclein toxicity; Yeast expressing alpha-synuclein, growth rescue, BacTiter-Glo, 24 h; Potency, µM (series often up to 46.1 µM), inactives show top-dose growth rescue (activation), hits mostly activators; 370,000 compounds, 0.14% hits; also: potency is read from the fitted curve at half-maximal effect; % of control where 0% means no effect; nearly all actives have a fitted effect of over 65% in size
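Screening used galactose-induced yeast with toxic alpha-synuclein levels, exposed to compound for 24 hr at 30 deg C. Cell growth, read with BacTiter-Glo luminescence, gave the measured signal.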
GLP-1R agonist = agonists of human GLP-1 receptor; P43220; HEK293 GLP-1R CRE-luciferase, luminescence, 4-6 h; cells express a hypersensitive GLP-1R form; Potency, µM (top dose mostly 45.6 µM), for the others: at the top dose activation, most hits filed as activators; 380,000 compounds, 0.007% hits; AID 624172; also: potency is read from the fitted curve at half-maximal effect; % of control where 0% means no effect
Active calls of the source: *; [ ] = remark or other dose. Unless noted, calls follow the shape of the dose curve; as a rule, active = well fitted curve in the direction sought with a large enough effect; inconclusive = small, poorly fitted or top-dose-only effect, or another doubt; inactive = no such curve, though single readings can be large; an effect the other way counts as inactive or inconclusive.

Screening Cc1cc(C)nc(-n2nc(C)c(C3(O)C(=O)Nc4ccc(F)cc43)c2N)n1 (configuration not stated) returned Akt phos inh inactive, GLP1R inv ag 9.6%, Abeta rescue 16.2%, TDP-43 yeast inh 16.5%, D3 antag -27.7, PTHR1 agonist inactive, FUS yeast rescue -30.9%, aSyn rescue 2.1% and GLP-1R agonist -20.9%.
CC(NC(=O)/C(C#N)=C/c1ccc(Cl)c([N+](=O)[O-])c1)c1ccccc1 (configuration not stated) was read as Akt phos inh inactive, GLP1R inv ag inconclusive, Abeta rescue -93.3%[inhibitor], TDP-43 yeast inh -90.6%[inhibitor], D3 antag 4.8, PTHR1 agonist -40.9%[inhibitor], FUS yeast rescue 14.9%, aSyn rescue -68.8%[inhibitor] and GLP-1R agonist -7.4%.
Cc1ccc(C(=O)N(CC(C)C)c2nc3ccccc3s2)o1 was read as Akt phos inh inactive, GLP1R inv ag inconclusive, Abeta rescue -11.2%, TDP-43 yeast inh 26.0%, D3 antag 24.2, PTHR1 agonist -37.4%[inhibitor], FUS yeast rescue -6.3%, aSyn rescue -9.4% and GLP-1R agonist 11.5%.
Screening O=C1C=C(Nc2cccnc2)c2ccccc2C1=O returned Akt phos inh inactive, GLP1R inv ag -29.8%, Abeta rescue -22.6%, TDP-43 yeast inh 3.3%, D3 antag -21.9, PTHR1 agonist -36.8%[inhibitor], aSyn rescue -9.8% and GLP-1R agonist 0.3%.
For Cc1nc(NC(C)c2ccccc2)c2oc3ccccc3c2n1 (configuration not stated) the results were Akt phos inh inactive, GLP1R inv ag inconclusive, Abeta rescue -70.6%[inhibitor], TDP-43 yeast inh -26.4%, D3 antag -22.7, PTHR1 agonist -24.0%[57.5 µM], FUS yeast rescue 76.7%, aSyn rescue -11.8% and GLP-1R agonist 22.7%.
Screening O=C(NCC(c1ccco1)N1CCCC1)c1cccc(S(=O)(=O)N2CCOCC2)c1 (configuration not stated) returned Akt phos inh inactive, GLP1R inv ag -6.0%, Abeta rescue 6.5%, TDP-43 yeast inh -5.8%, D3 antag -0.8, PTHR1 agonist inactive, FUS yeast rescue 12.3%, aSyn rescue 5.4%[1.84 µM] and GLP-1R agonist 2.9%.
COc1ccc(N)cc1-n1c(C)ccc1C was read as Akt phos inh inactive, GLP1R inv ag 15.2%, Abeta rescue -0.9%, TDP-43 yeast inh -28.5%, D3 antag -5.3, PTHR1 agonist inactive, FUS yeast rescue 3.1%, aSyn rescue 10.7% and GLP-1R agonist -1.9%.
`Cc1nn2c(N3CCOCC3)cc(C(C)(C)C)nc2c1-c1ccc(Cl)cc1` gave Akt phos inh inactive, GLP1R inv ag 6.2%, Abeta rescue 3.9%, TDP-43 yeast inh -4.1%, D3 antag -3.5, PTHR1 agonist -28.2%, FUS yeast rescue -10.2%, aSyn rescue -0.1% and GLP-1R agonist 4.1%.
`COc1cc(OC)c(C(=O)OCC(=O)Nc2cc(C)on2)cc1OC` gave Akt phos inh inactive, GLP1R inv ag 41.7%[activator], Abeta rescue -10.2%, TDP-43 yeast inh -11.9%, D3 antag -4.5, PTHR1 agonist inactive, FUS yeast rescue 17.4%, aSyn rescue -3.1% and GLP-1R agonist 14.7%.
CC(=O)c1ccc(OCC(=O)N(CCC2=CCCCC2)c2c(N)n(Cc3ccccc3)c(=O)[nH]c2=O)cc1 was read as Akt phos inh inactive, GLP1R inv ag 6.1%, Abeta rescue 8.7%, TDP-43 yeast inh 2.5%, D3 antag 8.7, PTHR1 agonist -17.3%, FUS yeast rescue 26.1%, aSyn rescue -0.7% and GLP-1R agonist 2.9%.
For Cc1ccc2c(c1)NC(=O)C(CC(=O)NCCCN1CCCC1=O)O2 (configuration not stated) the results were Akt phos inh inactive, GLP1R inv ag -0.8%, Abeta rescue 2.5%, TDP-43 yeast inh -5.3%, D3 antag -13.8, PTHR1 agonist -13.3%, FUS yeast rescue -14.1%, aSyn rescue -1.1% and GLP-1R agonist 0.8%.
Screening CCCOc1ccc(-c2nnn(CC(=O)OCC)n2)cc1 returned Akt phos inh inactive, GLP1R inv ag 0.0%, Abeta rescue 17.4%, TDP-43 yeast inh 7.9%, D3 antag -13.3, PTHR1 agonist inactive, FUS yeast rescue 38.5%, aSyn rescue 3.3% and GLP-1R agonist -10.9%.
For COc1cccc(NC(=O)COc2ccc(C)cc2)c1 the results were Akt phos inh inactive, GLP1R inv ag -8.1%, Abeta rescue inconclusive, TDP-43 yeast inh inconclusive, D3 antag 0.0, PTHR1 agonist -40.2%[inhibitor], FUS yeast rescue -6.0%, aSyn rescue -1.8% and GLP-1R agonist -2.8%.
For CCCCCCOC(=O)Sc1nc2ccccc2o1 the results were GLP1R inv ag -4.7%, Abeta rescue 4.0%, TDP-43 yeast inh -7.0%, D3 antag inconclusive, PTHR1 agonist -3.2%, FUS yeast rescue -29.7% and GLP-1R agonist -10.8%.
For Cc1ccc(S(=O)(=O)NCc2nc3ccccc3[nH]2)cc1 the results were Akt phos inh inactive, GLP1R inv ag -24.6%, Abeta rescue -6.6%, TDP-43 yeast inh -2.9%, D3 antag -12.6, PTHR1 agonist -41.6%[inhibitor], FUS yeast rescue -16.5%, aSyn rescue -5.2% and GLP-1R agonist 9.3%.
Screening FC(F)Oc1ccc(NC(=S)Nc2ccc3cn[nH]c3c2)cc1 returned Akt phos inh inactive, GLP1R inv ag -1.6%, Abeta rescue 2.0%, TDP-43 yeast inh 7.3%, D3 antag 3.2, PTHR1 agonist -1.3%, FUS yeast rescue 24.1%, aSyn rescue 3.3% and GLP-1R agonist 10.9%.
Screening CC1Cc2ccccc2N1S(=O)(=O)c1cccc(C(=O)NCc2ccco2)c1 (configuration not stated) returned Akt phos inh inactive, GLP1R inv ag inconclusive, Abeta rescue 6.0%, TDP-43 yeast inh 0.0%, D3 antag 18.9, PTHR1 agonist -36.8%[inhibitor], FUS yeast rescue 20.1%, aSyn rescue 14.9% and GLP-1R agonist 0.0%.
For COc1ccc(CN2C(=O)c3cccnc3C2Nc2ccc(C)cc2)cc1 (configuration not stated) the results were Akt phos inh inactive, GLP1R inv ag 42.2%[activator], Abeta rescue 2.2%, TDP-43 yeast inh -1.3%, D3 antag 16.5, PTHR1 agonist -0.6%[57.5 µM], FUS yeast rescue inconclusive, aSyn rescue -3.6% and GLP-1R agonist 6.5%.
O=C1NC(c2ccccn2)Nc2sc3c(c21)CCC3 (configuration not stated) was read as Akt phos inh inactive, GLP1R inv ag inconclusive, Abeta rescue 25.2%, TDP-43 yeast inh 22.4%, D3 antag 0.0, PTHR1 agonist -7.0%[57.5 µM], FUS yeast rescue 28.1%, aSyn rescue 15.4% and GLP-1R agonist 11.8%.
Screening O=C(NC(=S)N1CCN(Cc2ccc3c(c2)OCO3)CC1)c1cccc(Br)c1 returned Akt phos inh inactive, GLP1R inv ag inconclusive, Abeta rescue inconclusive, TDP-43 yeast inh 28.8%, D3 antag inconclusive, PTHR1 agonist -15.3%, FUS yeast rescue 25.1%, aSyn rescue -8.4% and GLP-1R agonist -8.0%.
`Cc1ccc(NC(=O)CSc2nc3ccccc3nc2Cc2ccccc2)c(C)c1` gave GLP1R inv ag -4.5%, Abeta rescue -12.7%, TDP-43 yeast inh 12.9%, PTHR1 agonist inactive, FUS yeast rescue -13.3%, aSyn rescue 0.2% and GLP-1R agonist 10.1%.
Screening COC(=O)CCC(=O)Nc1ccc2oc3c(c2c1)CCCC3 returned Akt phos inh inactive, GLP1R inv ag 7.2%, Abeta rescue 31.6%, TDP-43 yeast inh inconclusive, D3 antag -4.9, PTHR1 agonist -42.2%[inhibitor], FUS yeast rescue 18.1%, aSyn rescue 7.0% and GLP-1R agonist -0.7%.
For Fc1ccc(NC(=S)N/N=C/c2ccc(F)c(F)c2)c(F)c1 the results were GLP1R inv ag -3.9%, Abeta rescue 21.1%, TDP-43 yeast inh inconclusive, D3 antag 22.7, PTHR1 agonist inactive, FUS yeast rescue -0.3% and GLP-1R agonist -12.7%.
`CC(C)C(=O)NC(c1ccco1)c1ccc2cccnc2c1O` (configuration not stated) gave Akt phos inh inactive, GLP1R inv ag inconclusive, Abeta rescue inconclusive, TDP-43 yeast inh 0.1%, D3 antag -17.7, PTHR1 agonist inactive, FUS yeast rescue 11.4%, aSyn rescue 11.9% and GLP-1R agonist -9.7%.
For CS(=O)(=O)N(CCc1ccccc1)CC(=O)NCC1CCCO1 (configuration not stated) the results were Akt phos inh inactive, GLP1R inv ag 0.6%, Abeta rescue 3.0%, TDP-43 yeast inh -5.4%, D3 antag -8.8, PTHR1 agonist -5.1%[57.5 µM], FUS yeast rescue -1.8%, aSyn rescue -0.7% and GLP-1R agonist -7.9%.
`O=C(NCc1ccncc1)c1nc(-c2ccc(C(F)(F)F)cc2)no1` gave Akt phos inh inactive, GLP1R inv ag -12.1%, Abeta rescue -12.3%, TDP-43 yeast inh -16.5%, D3 antag 17.3, PTHR1 agonist -39.7%[inhibitor], FUS yeast rescue 5.3%, aSyn rescue -9.1% and GLP-1R agonist 5.4%.
`Cc1c(C(C)(C)C)c(C=S)n2ccccc12` gave Akt phos inh inactive, GLP1R inv ag 0.0%, Abeta rescue -4.7%, TDP-43 yeast inh 29.7%, D3 antag inconclusive, PTHR1 agonist -6.1%[57.5 µM], FUS yeast rescue 12.0%, aSyn rescue -4.4% and GLP-1R agonist -0.8%.

High-throughput results as filed in PubChem BioAssay.

Not all compounds are listed; rates above refer to the full screens.
